High-throughput results from PubChem.
Vif imaging: HIV Vif inhibition. HEK293T cells, Vif self-association by quenched fluorescence, imaging, 24 h. inhibition, % at 7.49 µM. actives 0.35% (n = 340,000); in the data active = inhibition above about 50%, passing the limit was not always enough; inconclusive = no clear call, values can overlap the other calls; inactive = below about 31%; note: some results filed as inactive read as strong as hits
COUP-TFII inh: blocks human COUP-TFII nuclear receptor; inhibition, % at 8.6 µM; HEK293T NGFI-A luciferase reporter, luminescence; P24468; actives 0.7% (n = 370,000);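 active = inhibition above a per-plate cutoff, mean inhibition of test wells between control levels plus 3 SD, cut at about 38% in these data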;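 note: cells cotransfected with COUP-TFII expression vector driving the NGFI-A reporter; 0% = median of COUP-TF2 test wells and 100% = reporter-only cells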
TROY signal inh: inhibitors of TROY-dependent NF-kB signaling; Q293 LMP1-TROYcd NF-kB luciferase reporter, 4 h; inhibition, % at 10 µM; actives 0.98% (n = 360,000);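 active = compounds whose plate-normalised and pattern-corrected inhibition of the luciferase reporter signal at the single screening dose is 50% or more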
LMP1 NFkB inh: inhibitors of Epstein-Barr LMP1-induced NF-kappaB reporter; actives 0.69% (n = 350,000); LMP1-induced NF-kappaB luciferase reporter cells, luminescence; AID 504558; inhibition, % at 12.5 µM; in the data active = inhibition above about 41%; inconclusive = no clear call, values can overlap the other calls;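 note: 0% = neutral control wells and 100% = reference inhibitor control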
SRC3 inh: inhibitors of human steroid receptor coactivator 3 (SRC3). Q9Y6Q9. inhibition, % at 3.6 µM. actives 0.17% (n = 360,000). HEK293 GAL4-SRC3 luciferase reporter, luminescence;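 active = inhibition above a per-campaign cutoff, the mean of all compounds plus 3 SD, cut at about 60% in these data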;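 note: 0% = DMSO-treated cells and 100% = gossypol-treated cells at 36 µM; higher means less SRC3-driven luciferase light from the GAL4 reporter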
NCOA2 inhibitor: human SRC2 (NCOA2) inhibition | Q15596 | HEK293 GAL4-SRC2 luciferase reporter, luminescence | inhibition, % at 9 µM | actives 0.17% (n = 370,000) | AID 651957;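 active = inhibition above the mean inhibition of all tested compounds plus 3 SD, set per campaign, cut at about 52% in these data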;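 note: 0% = DMSO treated cells and 100% = cells given Gossypol at 36 µM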
TRAIL sens C8: sensitizes caspase-8 expressing cells to TRAIL; NB7+C8 cells + TRAIL, ATPlite viability luminescence; inhibition (viability loss, TRAIL sensitization), % at 10 µM; actives 1% (n = 360,000);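 active = compounds causing at least 50% loss of cell viability in the single-dose screen, relative to plate controls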
NOD2-RIPK2 inh: inhibitors of human NOD2-RIPK2 interaction. O43353. CHO BLA complementation NOD2-RIPK2, CCF4 ratio. actives 0.38% (n = 360,000). inhibition, % at 4.98 µM. AID 624267; in the data active = inhibition above about 21%;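 note: 0% = vehicle only and 100% = reference blocker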
TLR9-MyD88 inh: inhibitors of human TLR9-MyD88 binding. Q9NR96+Q99836. CHO BLA complementation TLR9-MyD88, CCF4 FRET ratio. inhibition, % at 4.98 µM. actives 0.21% (n = 340,000);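 active = inhibition above the mean over all tested compounds plus 3 SD, cut at about 21% in these data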;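 note: 0% = DMSO only wells and 100% = clavulanate BLA inhibitor control wells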
LRH-1 inv ag: NR5A2 inverse agonism in reporter assay. HEK293T StAR-luciferase reporter, LRH-1 transfected, 24 h. inhibition, % at 3.6 µM. O00482. AID 602396. actives 0.13% (n = 360,000);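 active = inhibition above the mean inhibition of all tested compounds plus 3 SD, cut at about 73% in these data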;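 note: 0% = DMSO wells and 100% = reporter-only cells lacking LRH-1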
NCOA1 inh: inhibitors of human steroid receptor coactivator 1 (SRC1). Q15788. HEK293 GAL4-SRC1 luciferase reporter, luminescence. inhibition, % at 3.6 µM. actives 0.12% (n = 360,000);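 active = inhibition above the campaign mean plus 3 SD, with each screening campaign given its own cutoff, cut at about 60% in these data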;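 note: 0% = DMSO treated cells and 100% = gossypol at 36 µM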
Target sequence (Q15788 whole entry, looked up, the tested form may be a part): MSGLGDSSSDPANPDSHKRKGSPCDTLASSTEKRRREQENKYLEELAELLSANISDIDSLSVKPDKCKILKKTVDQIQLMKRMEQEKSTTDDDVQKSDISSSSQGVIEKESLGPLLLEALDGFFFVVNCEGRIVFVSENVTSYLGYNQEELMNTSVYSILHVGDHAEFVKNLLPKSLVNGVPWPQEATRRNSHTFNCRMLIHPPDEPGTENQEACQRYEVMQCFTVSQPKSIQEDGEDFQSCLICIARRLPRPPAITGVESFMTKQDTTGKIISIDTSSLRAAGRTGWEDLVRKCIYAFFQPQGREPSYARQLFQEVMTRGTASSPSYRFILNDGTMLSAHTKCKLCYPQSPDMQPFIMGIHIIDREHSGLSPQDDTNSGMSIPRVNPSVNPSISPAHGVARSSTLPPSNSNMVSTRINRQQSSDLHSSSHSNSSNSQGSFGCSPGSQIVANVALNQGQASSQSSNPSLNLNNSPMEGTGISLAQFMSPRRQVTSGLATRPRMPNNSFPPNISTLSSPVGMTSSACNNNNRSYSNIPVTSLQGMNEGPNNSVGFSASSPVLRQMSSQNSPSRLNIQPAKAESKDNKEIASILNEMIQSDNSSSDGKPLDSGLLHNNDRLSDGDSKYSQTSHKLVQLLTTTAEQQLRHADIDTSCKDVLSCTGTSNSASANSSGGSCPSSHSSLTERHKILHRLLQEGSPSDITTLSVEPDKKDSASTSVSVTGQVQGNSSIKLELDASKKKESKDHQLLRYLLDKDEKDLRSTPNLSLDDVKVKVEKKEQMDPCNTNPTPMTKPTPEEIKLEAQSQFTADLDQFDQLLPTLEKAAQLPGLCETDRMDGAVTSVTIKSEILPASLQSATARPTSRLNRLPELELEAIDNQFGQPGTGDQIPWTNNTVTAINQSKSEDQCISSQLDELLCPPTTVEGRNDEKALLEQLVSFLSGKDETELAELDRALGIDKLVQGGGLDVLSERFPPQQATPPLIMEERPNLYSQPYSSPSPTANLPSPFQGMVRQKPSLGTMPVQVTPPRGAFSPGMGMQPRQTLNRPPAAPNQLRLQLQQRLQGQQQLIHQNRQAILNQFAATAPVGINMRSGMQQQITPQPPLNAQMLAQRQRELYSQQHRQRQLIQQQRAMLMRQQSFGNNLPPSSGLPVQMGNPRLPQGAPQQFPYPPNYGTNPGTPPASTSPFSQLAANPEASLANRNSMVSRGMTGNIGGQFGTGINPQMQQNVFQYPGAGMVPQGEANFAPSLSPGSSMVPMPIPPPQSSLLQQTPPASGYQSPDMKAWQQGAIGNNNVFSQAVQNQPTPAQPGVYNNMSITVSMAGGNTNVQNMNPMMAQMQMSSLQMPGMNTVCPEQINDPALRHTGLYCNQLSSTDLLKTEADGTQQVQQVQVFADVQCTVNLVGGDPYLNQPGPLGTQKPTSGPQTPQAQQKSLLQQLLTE
Numbers without * were called inactive; ? = inconclusive; nt = no result given. Some of the compounds tested; the hit share may differ from the screen's.

SMILES	Vif imaging	COUP-TFII inh	TROY signal inh	LMP1 NFkB inh	SRC3 inh	NCOA2 inhibitor	TRAIL sens C8	NOD2-RIPK2 inh	TLR9-MyD88 inh	LRH-1 inv ag	NCOA1 inh
O=C(CSc1nnc2ccccn12)NC(=O)c1cccc([N+](=O)[O-])c1	0	-12	4	-10	5	8	-21	10	1	5	-4
Cc1ccc(NCc2ccc(O)c3ncccc23)cc1	6	-9	30	5	-25	-12	0	5	0	6	1
O=c1cc(O)n(-c2ccccc2F)c(=S)[nH]1	1	-6	-5	-6	-20	-2	-3	6	-6	-9	-3
Cc1cc(CNC(=O)CC2C(=O)NCCN2CC(c2ccccc2)c2ccccc2)on1 (centres undefined)	8	-9	8	-1	2	-17	-1	-1	-4	-12	10
CCCCNC(=O)C1(C)CCN1C(=O)c1c(F)ccc(C)c1F (centres undefined)	-7	2	7	nt	12	23	6	-9	nt	-4	15
CCOc1ccc2nc(SCC(=O)Nc3ccc4c(c3)OCO4)sc2c1	-5	-1	-16	7	12	5	13	4	5	17	-14
Cc1cc(NC(=O)COC(=O)Cn2[nH]c(=O)c3ccccc3c2=O)c([N+](=O)[O-])cc1C	5	10	17	-7	-13	-17	-22	-7	-2	-2	-29
C/C(=N/Nc1ccc([N+](=O)[O-])cc1)c1c[nH]c2ccccc12	nt	-12	-30	-80	-36	-16	-3	7	37*	21	-18
O=C(OC(C(=O)Nc1ccc(Cl)c(C(F)(F)F)c1)c1ccccc1)C1=COCCO1 (centres undefined)	5	7	4	-8	8	-8	10	0	2	-2	1
CC(C)CC(N)c1csc(NC(=O)NCCc2ccccc2)n1 (centres undefined)	0	13	1	nt	14	-13	-5	-6	nt	9	-9
Cc1ccc(S(=O)(=O)N2CCN(C(=O)CCC(=O)N3CCc4ccccc43)CC2)cc1	nt	14	2	-2	2	-3	1	-17	-15	11	-9
O=C(NN/C(=N/S(=O)(=O)c1ccc(Cl)cc1)c1ccccc1)c1cccc(Cl)c1	4	-59	-9	-12	-79	-35	23	-6	-4	-100	-122
CC(=O)C1=C(O)C(=O)N(CC(=O)O)C1c1ccccc1Cl (centres undefined)	-1	nt	-2	6	3	nt	-2	5	-11	0	2
Cc1cc(C)nc(NS(=O)(=O)c2ccc(NC(=O)c3cccs3)cc2)n1	6	0	1	4	19	-2	13	-14	1	-3	-8
C=CCC[C@@H](Cc1ccc(F)cc1)C(=O)OC[C@@H]1CCCN1C(=O)[C@@H](CC=C)CC(=O)N[C@@H](CO)Cc1ccccc1	-8	9	10	1	-9	-5	0	4	8	22	8
Oc1ccccc1-c1nc2cnccn2c1Nc1ccc2c(c1)OCCO2	1	-13	-8	-14	-15	5	-19	-1	6	4	-15
O=S(=O)(c1ccc2oc(=S)[nH]c2c1)N1CCOCC1	?	8	3	-4	-1	10	0	-4	-5	0	-8
O=C(NCC1COc2ccccc2O1)c1cccs1 (centres undefined)	2	-14	-11	0	-38	-167	-20	-5	-10	-37	-24
COC(=O)c1ccc(NC(=O)c2ccc3c(c2)C(=O)N(Cc2cccnc2)C3=O)cc1	1	-7	26	1	6	11	19	-11	-9	7	-10
O=C(O)c1ccc(/C=C2\SC(=S)N(NC(=O)c3ccccc3)C2=O)cc1	nt	-9	-18	-3	-1	-8	-9	-3	-6	-9	-38
COc1ccc(-c2cc(C#N)nc(NN)n2)cc1	13	3	45	5	16	0	-10	-8	-2	-20	-11
CCc1noc(C)c1C(=O)Nc1ccccc1N1CCOCC1	nt	6	-26	1	1	-11	0	-10	-6	9	27
CCOC(=O)C1(C(N)=O)OC1(c1ccc(Cl)cc1)c1ccccc1Cl (centres undefined)	-8	-4	-9	2	10	7	3	-9	-4	3	-11
O=C(O)c1ccccc1C(=O)OCCc1cc2ccccc2c(=O)o1	15	-13	-27	-1	-12	0	2	-14	2	3	-4
CCCCN(C)Cc1c(C(=O)N2CCc3ccccc3C2)nc2ccc(Cl)cn12	2	-3	-20	2	-7	-22	-5	-7	1	-2	5
Cc1n[nH]c(=O)n1-c1ccc(C(C)C)cc1	-2	12	-2	-4	12	-12	-4	1	1	5	-1
O=c1c2ccccc2nc(-c2ccccc2)n1O	0	21	6	-4	-9	15	11	5	1	5	-2
CC(C)(C)C(=O)CC1(O)C(=O)N(Cc2ccc(Cl)cc2)c2ccccc21 (centres undefined)	-3	15	-34	-3	9	11	-6	1	-12	9	-3
COc1ccc(Cl)cc1N1CCN(CCNC(=O)Nc2ccccc2C)CC1	6	0	-8	5	-2	3	11	2	-4	-23	14
CCOC(=O)Cn1c(-c2nonc2NC(=O)c2ccccc2F)nc2ccccc21	1	-64	18	31	-13	-27	24	-3	3	-25	-49
O=C(NCc1ccccc1)C(c1ccc(F)cc1)N(C(=O)c1csnn1)C1CC1 (centres undefined)	-7	7	4	-9	-6	-6	27	-13	-6	-1	3
N#Cc1c(N)n[nH]c1Cc1cccc2ccccc12	8	-16	-4	-6	-6	13	-12	-10	5	-16	0
O=C1COc2ccc(C(=O)COc3ccc([N+](=O)[O-])cc3)cc2N1	4	-5	11	2	15	4	-2	-3	-64	-11	-28
Nc1cc(S(=O)(=O)N2CCOCC2)ccc1N1CCOCC1	7	23	-4	1	15	-3	6	-1	-1	-11	5
CN(c1ncc(C(F)(F)F)cc1Cl)N1C(=O)c2cccc([N+](=O)[O-])c2C1=O	0	15	-3	4	15	-17	-1	9	6	-3	-4
COc1ccc(C(C)=O)cc1CN1C(=O)NC2(CCCCCCC2)C1=O	15	-4	11	1	22	7	1	-6	-16	1	-8
Cc1c(NC(=O)C2(c3ccc(Cl)cc3)CCCC2)c(=O)n(-c2ccccc2)n1C	-17	-3	-5	3	-5	-22	-4	-4	-1	3	-9
Cc1ccccc1OCCn1c(=S)[nH]c2ccccc21	-5	-18	-7	-8	5	5	3	6	-10	-11	9
COCCCNCCCCOc1c(Cl)cc(C)cc1Br	12	-15	9	5	11	3	31	-4	4	-1	-11
CCc1cc(C(=O)Nc2cc(Cl)ccc2N2CCN(C)CC2)sc1C	-6	-10	-18	2	2	4	-6	1	3	15	-8
O=C(Nc1ccc(N2CCCC2)cc1)c1cc(Cl)ccc1Cl	3	7	4	4	2	-4	13	6	2	3	4
COc1ccc(/C=C2\SC(N)=NC2=O)cc1Br	-4	-4	-20	3	-3	-51	7	-9	-5	17	6
O=C(CCNC(=O)C1CCN(S(=O)(=O)c2ccc(F)cc2)CC1)NCc1ccccc1Cl	-4	5	8	-6	10	2	6	-1	1	11	-7
COc1ccc(C2(c3ccc(OC)cc3)NC(=O)N(CC(=O)Nc3ccc(OC(F)F)cc3)C2=O)cc1	-10	-8	25	11	-1	-12	18	-1	8	-1	4
NC(=O)C1(c2ccccc2)CCCN1C(=O)c1ccc(Br)cc1 (centres undefined)	-5	10	-11	-3	-13	-19	-5	1	-11	0	-10
O=C(CCCSc1nc2ccccc2c(=O)[nH]1)c1ccc(F)cc1	-5	10	-19	2	5	-30	-1	-10	-2	2	-3
Cc1cccc(/C=N\Nc2cn[nH]c(=O)c2Cl)c1	15	-65	-16	9	8	-77	-11	4	-4	-7	-34
CN1CCN(NS(=O)(=O)c2ccc(Cl)cc2)CC1	-3	15	-15	-1	-10	-6	-2	-8	7	7	0
COc1ccccc1NC(=O)C1CCCN1C(=O)NC1CCCCC1 (centres undefined)	-5	-12	-7	-2	15	29	-1	-9	0	-3	2
CS(=O)(=O)N1N=C(c2cccs2)CC1c1ccccc1 (centres undefined)	-2	12	-18	-2	0	12	-6	-4	-7	7	-13
CS(=O)c1ccccc1O (centres undefined)	-3	-2	-10	3	17	13	-2	6	-7	-16	-6
COc1ccccc1-n1c(SCC(=O)N2CCOCC2)nc(O)cc1=O	-6	18	3	-5	7	-16	1	4	0	-5	-22
O=C(NCc1ccc(F)cc1)N[C@@H](Cc1ccccc1)C(=O)O	-1	11	-2	-1	5	-24	-7	-1	-5	-1	16
NCCCC[C@H](N)c1nnc([C@H](CC(=O)O)NC(=O)C2CCNCC2)o1	-2	11	12	0	19	-13	-20	0	2	-5	12

Rewritten with bars between the fields: part of the list above.
SMILES | Vif imaging | COUP-TFII inh | TROY signal inh | LMP1 NFkB inh | SRC3 inh | NCOA2 inhibitor | TRAIL sens C8 | NOD2-RIPK2 inh | TLR9-MyD88 inh | LRH-1 inv ag | NCOA1 inh
COc1ccc(/C=C2\SC(N)=NC2=O)cc1Br | -4 | -4 | -20 | 3 | -3 | -51 | 7 | -9 | -5 | 17 | 6
O=C(CCNC(=O)C1CCN(S(=O)(=O)c2ccc(F)cc2)CC1)NCc1ccccc1Cl | -4 | 5 | 8 | -6 | 10 | 2 | 6 | -1 | 1 | 11 | -7
COc1ccc(C2(c3ccc(OC)cc3)NC(=O)N(CC(=O)Nc3ccc(OC(F)F)cc3)C2=O)cc1 | -10 | -8 | 25 | 11 | -1 | -12 | 18 | -1 | 8 | -1 | 4
NC(=O)C1(c2ccccc2)CCCN1C(=O)c1ccc(Br)cc1 (centres undefined) | -5 | 10 | -11 | -3 | -13 | -19 | -5 | 1 | -11 | 0 | -10
O=C(CCCSc1nc2ccccc2c(=O)[nH]1)c1ccc(F)cc1 | -5 | 10 | -19 | 2 | 5 | -30 | -1 | -10 | -2 | 2 | -3
Cc1cccc(/C=N\Nc2cn[nH]c(=O)c2Cl)c1 | 15 | -65 | -16 | 9 | 8 | -77 | -11 | 4 | -4 | -7 | -34
CN1CCN(NS(=O)(=O)c2ccc(Cl)cc2)CC1 | -3 | 15 | -15 | -1 | -10 | -6 | -2 | -8 | 7 | 7 | 0
COc1ccccc1NC(=O)C1CCCN1C(=O)NC1CCCCC1 (centres undefined) | -5 | -12 | -7 | -2 | 15 | 29 | -1 | -9 | 0 | -3 | 2
CS(=O)(=O)N1N=C(c2cccs2)CC1c1ccccc1 (centres undefined) | -2 | 12 | -18 | -2 | 0 | 12 | -6 | -4 | -7 | 7 | -13
CS(=O)c1ccccc1O (centres undefined) | -3 | -2 | -10 | 3 | 17 | 13 | -2 | 6 | -7 | -16 | -6
COc1ccccc1-n1c(SCC(=O)N2CCOCC2)nc(O)cc1=O | -6 | 18 | 3 | -5 | 7 | -16 | 1 | 4 | 0 | -5 | -22
O=C(NCc1ccc(F)cc1)N[C@@H](Cc1ccccc1)C(=O)O | -1 | 11 | -2 | -1 | 5 | -24 | -7 | -1 | -5 | -1 | 16
